RmlCD inh mix – mixture blocks RmlC and RmlD coupled enzyme activity; RmlC/RmlD coupled enzyme inhibition, 384-well mixture HTS; inhibition, % at 5.5 µM; hit rate 0.39% among 110,000; in the data active means inhibition above about 30%, passing the limit was not always enough; further: strong numbers were not always called active
RT RNaseH block – blocks HIV-1 RNase H cleavage of RNA/DNA duplex; P04585; hit rate 1.9% among 65,000; RT-RNase H RNA/DNA duplex cleavage, fluorescence; inhibition, % at 10 µM; in the data active means inhibition above about 50%
* marks the source's active call; other numbers are inactive results; . = no result given. Not all compounds are listed; rates above refer to the full screens.

Cc1ccc(S(=O)(=O)n2cc(-c3ccccc3)c(N)n2)cc1
  RmlCD inh mix = 8
  RT RNaseH block = .
CCCNc1nc2c(c(=O)[nH]c(=O)n2C)n1CCC(C)C
  RmlCD inh mix = -18
  RT RNaseH block = 4
O=c1[nH]c2ccccc2n1CCCN1CCN(C(c2ccccc2)c2ccccc2)CC1
  RmlCD inh mix = -2
  RT RNaseH block = 13
COc1ccc(C(c2nnnn2C2CCCC2)N2CCc3ccccc3C2)cc1OC (stereo not given)
  RmlCD inh mix = -13
  RT RNaseH block = -4
CC(C)Oc1ccc(C2CC(=O)N(c3ccccc3)C2=O)cc1 (stereo not given)
  RmlCD inh mix = 6
  RT RNaseH block = .
Cc1ccc(NC(=O)c2ccccc2O)cc1
  RmlCD inh mix = 8
  RT RNaseH block = 0
COc1ccc(CNC(=O)c2ccc(N3CCCC3=O)cc2)cc1
  RmlCD inh mix = 4
  RT RNaseH block = -2
CC(C)COC(=O)c1cc(-c2ccc(/C=N/n3cnnc3)o2)ccc1Cl
  RmlCD inh mix = 1
  RT RNaseH block = 5
CCCNC(=O)COC(=O)c1[nH]c(C)c(C(=O)OCC)c1C
  RmlCD inh mix = -16
  RT RNaseH block = .
COc1cc2c(cc1OC)C(C(=O)NC1CC1)C1c3ccccc3CCN1C2=O (stereo not given)
  RmlCD inh mix = 7
  RT RNaseH block = -10
CCOc1c2ccc(C(=O)NCc3ccc(OC(F)(F)F)cc3)cc2nn1C
  RmlCD inh mix = -12
  RT RNaseH block = .
Cc1ccc(NC(=O)c2sc3nc[nH]c(=O)c3c2C)c(C)c1
  RmlCD inh mix = 3
  RT RNaseH block = .
CCOC(=O)c1c(NC(=O)CSc2nnc(-c3cccnc3)o2)sc(C(C)=O)c1C
  RmlCD inh mix = 5
  RT RNaseH block = -40
Cc1ccc(SCc2noc(C(=O)NC(C)C)c2C(=O)O)cc1C
  RmlCD inh mix = -7
  RT RNaseH block = .
Cc1cc(NC(=O)CN2CCN(c3ccccc3O)CC2)no1
  RmlCD inh mix = 5
  RT RNaseH block = 5

COc1cccc2cc(C(=O)N3CCN(C(=O)c4ccco4)CC3)c(=O)oc12
  RmlCD inh mix = 39
  RT RNaseH block = -9
Cc1ccc(C2=NOC(C)(c3sc(-c4ccc(Cl)cc4)nc3C)C2)cc1 (stereo not given)
  RmlCD inh mix = -11
  RT RNaseH block = .
COc1ccc(CN(C)C(c2ccccc2)c2nnnn2-c2ccccc2C)c(OC)c1C (stereo not given)
  RmlCD inh mix = 21
  RT RNaseH block = .
COc1ccccc1N1CCN(Cc2ccccc2F)CC1
  RmlCD inh mix = -7
  RT RNaseH block = -13
Clc1ccc(-c2nnc(-c3ccccc3)c(N3CCSCC3)n2)cc1
  RmlCD inh mix = -13
  RT RNaseH block = .
CCOC(=O)c1[nH]cnc1C(=O)NC(C)C
  RmlCD inh mix = 6
  RT RNaseH block = .
O=C(CSc1nnc(-c2cccnc2)n1-c1ccccc1)NCc1ccc2c(c1)OCO2
  RmlCD inh mix = 3
  RT RNaseH block = -51
CCc1cc(N2CCOCC2)cc2c1[nH]c1ccccc12
  RmlCD inh mix = -37
  RT RNaseH block = 7
CS(=O)(=O)N1CCN(c2ccccc2NC(=O)C(c2ccccc2)c2ccccc2)CC1
  RmlCD inh mix = -9
  RT RNaseH block = .
COc1cccc(-c2cc(C(=O)Nc3cc(C)on3)no2)c1
  RmlCD inh mix = -15
  RT RNaseH block = 3
O=C(NCCc1c[nH]c2ccccc12)C(=O)NCC1OCCN1S(=O)(=O)c1ccc(F)cc1 (stereo not given)
  RmlCD inh mix = -14
  RT RNaseH block = .
CCCc1n[nH]c2c1C(=O)C(C(=O)OC)C(C)(C)C2 (stereo not given)
  RmlCD inh mix = -12
  RT RNaseH block = -9
CSc1nnc2n(C3CCCCC3)c(=O)c3c4c(sc3n12)CCCC4
  RmlCD inh mix = .
  RT RNaseH block = -4
COC(=O)c1[nH]c2cc(OC)ccc2c1NC(=O)CCN1CCCCC1
  RmlCD inh mix = -10
  RT RNaseH block = -7
CC(C)(C)SCCNS(=O)(=O)c1ccc2ccccc2c1
  RmlCD inh mix = -14
  RT RNaseH block = .

Copied from the results shown, 16 compounds:
Cc1cc(NC(=O)CN2CCN(c3ccccc3O)CC2)no1
  RmlCD inh mix = 5
  RT RNaseH block = 5
COc1cccc2cc(C(=O)N3CCN(C(=O)c4ccco4)CC3)c(=O)oc12
  RmlCD inh mix = 39
  RT RNaseH block = -9
Cc1ccc(C2=NOC(C)(c3sc(-c4ccc(Cl)cc4)nc3C)C2)cc1 (stereo not given)
  RmlCD inh mix = -11
  RT RNaseH block = .
COc1ccc(CN(C)C(c2ccccc2)c2nnnn2-c2ccccc2C)c(OC)c1C (stereo not given)
  RmlCD inh mix = 21
  RT RNaseH block = .
COc1ccccc1N1CCN(Cc2ccccc2F)CC1
  RmlCD inh mix = -7
  RT RNaseH block = -13
Clc1ccc(-c2nnc(-c3ccccc3)c(N3CCSCC3)n2)cc1
  RmlCD inh mix = -13
  RT RNaseH block = .
CCOC(=O)c1[nH]cnc1C(=O)NC(C)C
  RmlCD inh mix = 6
  RT RNaseH block = .
O=C(CSc1nnc(-c2cccnc2)n1-c1ccccc1)NCc1ccc2c(c1)OCO2
  RmlCD inh mix = 3
  RT RNaseH block = -51
CCc1cc(N2CCOCC2)cc2c1[nH]c1ccccc12
  RmlCD inh mix = -37
  RT RNaseH block = 7
CS(=O)(=O)N1CCN(c2ccccc2NC(=O)C(c2ccccc2)c2ccccc2)CC1
  RmlCD inh mix = -9
  RT RNaseH block = .
COc1cccc(-c2cc(C(=O)Nc3cc(C)on3)no2)c1
  RmlCD inh mix = -15
  RT RNaseH block = 3
O=C(NCCc1c[nH]c2ccccc12)C(=O)NCC1OCCN1S(=O)(=O)c1ccc(F)cc1 (stereo not given)
  RmlCD inh mix = -14
  RT RNaseH block = .
CCCc1n[nH]c2c1C(=O)C(C(=O)OC)C(C)(C)C2 (stereo not given)
  RmlCD inh mix = -12
  RT RNaseH block = -9
CSc1nnc2n(C3CCCCC3)c(=O)c3c4c(sc3n12)CCCC4
  RmlCD inh mix = .
  RT RNaseH block = -4
COC(=O)c1[nH]c2cc(OC)ccc2c1NC(=O)CCN1CCCCC1
  RmlCD inh mix = -10
  RT RNaseH block = -7
CC(C)(C)SCCNS(=O)(=O)c1ccc2ccccc2c1
  RmlCD inh mix = -14
  RT RNaseH block = .

(listing goes on)
CSC1=NCCN1C(=O)c1ccc(S(=O)(=O)N2CCCCC2)cc1
  RmlCD inh mix = -1
  RT RNaseH block = -5
O=c1[nH]c2c(n(C3CCCCC3)c1=O)CCC2
  RmlCD inh mix = -6
  RT RNaseH block = -2
C=C(Cl)COc1cc(C)cc2oc(=O)cc(CC)c12
  RmlCD inh mix = 2
  RT RNaseH block = .
O=C(NCc1ccncc1)C1CCN(S(=O)(=O)Cc2ccccc2)CC1
  RmlCD inh mix = 7
  RT RNaseH block = .
Cc1nc(N2CCN(Cc3ccc4c(c3)OCO4)CC2)c2oc3ccccc3c2n1
  RmlCD inh mix = .
  RT RNaseH block = 2
C=CCn1c(SCC(=O)Nc2cc(C)on2)nc2sc(CC)cc2c1=O
  RmlCD inh mix = 8
  RT RNaseH block = .
Cc1ccc(C(C(=O)NCc2ccccc2)N(C(=O)c2csnn2)c2cccc3ccccc23)o1 (stereo not given)
  RmlCD inh mix = 7
  RT RNaseH block = .
CCCCC(=O)Nc1nc2c(OC)ccc(OC)c2s1
  RmlCD inh mix = -32
  RT RNaseH block = -3
CC(=O)c1ccc(OCC(O)CN2C(C)(C)CC(O)CC2(C)C)cc1 (stereo not given)
  RmlCD inh mix = -10
  RT RNaseH block = -4
CCCCC1CCCOC(C(=O)NCCNCCO)(C(F)(F)F)C1 (stereo not given)
  RmlCD inh mix = 8
  RT RNaseH block = .
CCOC(=O)c1nnn(-c2nonc2N)c1CNc1ccc(C)c(Br)c1
  RmlCD inh mix = .
  RT RNaseH block = -3
Cc1ccc2c(CC(=O)Nc3c(C)n(C)n(-c4ccccc4)c3=O)coc2c1
  RmlCD inh mix = -13
  RT RNaseH block = -15
CCCNC(=O)c1c(CSc2ccc(Cl)cc2)noc1C(=O)NCc1ccccc1
  RmlCD inh mix = -2
  RT RNaseH block = .
N/C(=N\OC(=O)COc1ccccc1Cl)c1ccc(Cl)cc1
  RmlCD inh mix = -13
  RT RNaseH block = .
Cc1cc(NC(=O)CCCN2C(=O)c3cccnc3C2=O)no1
  RmlCD inh mix = .
  RT RNaseH block = -6

COc1ccc2nc(C3CCCCC3)c3c(c2c1)CCC3
  RmlCD inh mix = -20
  RT RNaseH block = .
Cc1nn(Cc2ccc(Cl)cc2)c(=O)n1N(C)c1ncc(C(F)(F)F)cc1Cl
  RmlCD inh mix = -13
  RT RNaseH block = .
COc1ccc2[nH]c3c(c2c1)CCn1c-3nc2ccccc2c1=O
  RmlCD inh mix = .
  RT RNaseH block = 46
CC12CCCCC1=NC(c1ccc(Br)cc1)N2O (stereo not given)
  RmlCD inh mix = 6
  RT RNaseH block = -11
CC1c2nc3ccccc3n2C(CC(=O)NCc2ccccn2)C(=O)N1Cc1ccccc1 (stereo not given)
  RmlCD inh mix = 4
  RT RNaseH block = -4
C/C(=N\NC(=O)c1ccc(Br)cc1)c1ccccc1
  RmlCD inh mix = -11
  RT RNaseH block = .
O=C(Oc1ccc(N2C(=O)CCC2=O)cc1)c1ccccc1
  RmlCD inh mix = 7
  RT RNaseH block = .
CCCCSc1nc2c(c(=O)[nH]1)CCC2
  RmlCD inh mix = -6
  RT RNaseH block = 1
Cc1cc(C)nc(N2CCCC(C(=O)NCc3cccc(C(F)(F)F)c3)C2)n1 (stereo not given)
  RmlCD inh mix = 2
  RT RNaseH block = 42
CCn1c(COc2c(C)cccc2C)nnc1SCC(=O)N1CCN(c2ccccc2)CC1
  RmlCD inh mix = -15
  RT RNaseH block = .
Cn1nc(C(=O)Nc2cccnc2)c2ccccc2c1=O
  RmlCD inh mix = 45
  RT RNaseH block = -7
O=C(COc1ccc(Cl)cc1)NCc1nnc(SCC(=O)NC2CCCCC2)o1
  RmlCD inh mix = 4
  RT RNaseH block = -2

Source: PubChem BioAssay (several laboratories)
